HT1080 cytotoxicity: HT1080 cell viability loss – fluorescence readout (AID 620) | 0.42% of 87,000 active | cytotoxicity, % at 10 µM, or EC50 in µM where a hit was titrated | HT1080 viability, fluorescence; higher % means a stronger effect;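 note: cells exposed to compound overnight then 4 h with Alamar Blue; 0% = vehicle DMSO and 100% = killing control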
Spn PMK inh: S. pneumoniae PMK inhibition. 0.49% of 65,000 active. purified PMK, PK/LDH-coupled NADH absorbance 340 nm. inhibition, % at 10 µM;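 active = top-ranked compounds by inhibition in the single 10 µM screen, taking a fixed number of the strongest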;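 note: 0% = full reaction with DMSO carrier and 100% = background rate without enzyme reaction; no value below 0 was filed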
Bfl-1 displacement: displacement of Bid BH3 peptide from Bfl-1 – biochemical, fluorescence polarization, FITC-Bid, mouse, primary screen (AID 432) | FITC-Bid BH3 peptide fluorescence polarization displacement; higher % means a stronger effect | 0.02% of 64,000 active | displacement, % at 20 µM; hits with a dose series show IC50 in µM; in the data active = a potency from the dose series; inactive = the rest, 99 in 100 with displacement below about 15%; note: strong numbers were not always called active
HPDE-C7 viability: cytotoxicity in HPDE-C7 cells, cell-based, fluorescence, HTS (AID 430); HPDE-C7 pancreatic duct cells viability, fluorescence; higher % means a stronger effect; cytotoxicity, % at 10 µM, or EC50 in µM where a hit was titrated; 1.8% of 63,000 active;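 note: cells exposed to compound for 48 hours before viability readout; 0% = vehicle and 100% = reference cytotoxic drug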
DPM-DC inhibit: inhibitors of Streptococcus pneumoniae diphosphomevalonate decarboxylase; AID 556; purified DPM-DC, PK/LDH coupled NADH fluorescence; 0.49% of 65,000 active; calls only at 10 µM;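 active = the 320 compounds with the highest percent inhibition in the single-dose primary screen, excluding strongly autofluorescent ones, cut at about 32% in these data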;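 note: kinetic rate of NADH fluorescence loss reporting ADP formed by the decarboxylase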
LYP phosphatase: LYP phosphatase inhibitors, primary screen, biochemical, DiFMUP fluorescence, recombinant catalytic domain, 10 µM (AID 606) | 52,000 tested, under 10 active | one-dose inhibition, % at 10 µM; IC50 in µM for titrated hits | recombinant LYP catalytic domain, DiFMUP fluorescence; higher % means a stronger effect;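 active = IC50 under 40 µM in the dose-response test; inactive = IC50 of 40 µM or more, or never dose-tested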
Spn MK inh: S. pneumoniae mevalonate kinase inhibition | purified MK, PK/LDH-coupled NADH absorbance 340 nm | inhibition, % at 10 µM | 0.48% of 65,000 active;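 active = ranked among the strongest by inhibition in the single 10 µM screen, a fixed top-ranked set picked for dose follow-up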; note: no value below 0 was filed
HPDE-C7K KRASV12: cytotoxicity in KRAS-transformed pancreatic duct cells, primary screen, cell-based, fluorescence, HTS (AID 431) | HPDE-C7K KRASV12 cells, Alamar Blue viability, 48 h; higher % means a stronger effect | cytotoxicity, % at 10 µM; hits with a dose series show EC50 in µM | 1.7% of 63,000 active;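 active = compounds whose percent cytotoxicity in the single-dose primary screen, scaled between solvent and toxic-drug controls, exceeds 50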;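 note: 0% = DMSO solvent wells and 100% = doxorubicin-treated wells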
TNAP inhibition: inhibition of tissue-nonspecific alkaline phosphatase – biochemical, luminescent (AID 518) | purified TNAP enzyme, luminescent substrate readout; higher % means a stronger effect | inhibition, % at 20 µM; hits with a dose series show IC50 in µM | 0.09% of 64,000 active; in the data active = a potency from the dose series; inactive = the rest, 99 in 100 with inhibition below about 22%;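 note: plate controls were vehicle for no effect and reference inhibitor for full effect; many of its hits are not listed in these tables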
Spn PMK inh pilot replicates: second read-out of Spn PMK inh, no call of its own (marks repeat the call); inhibition, %; measured here: pilot screen replicates
Spn MK inh pilot replicates: further read-out of Spn MK inh, marked with its call; inhibition, %; measured here: pilot screen replicates
DPM-DC inhibit pilot screen %: second read-out of DPM-DC inhibit, no call of its own (marks repeat the call); inhibition, %; measured here: pilot screen trials
* marks the source's active call; other numbers are inactive results; i = inactive; . = not tested or not shown. Cut-off read from the data, not from the text of the source, unless noted: active = cytotoxicity above about 50%; inactive = the rest.

SMILES	HT1080 cytotoxicity	Spn PMK inh	Bfl-1 displacement	HPDE-C7 viability	DPM-DC inhibit	LYP phosphatase	Spn MK inh	HPDE-C7K KRASV12	TNAP inhibition	others
NC(=O)c1cc(Cl)cn(-c2ccccc2)c1=O	-3%	11	-2%	2%	i	3%	7	6%	-4%
CCCC(c1nnnn1C1CCCCC1)N1CCN(C2CCCC2)CC1 (stereo not drawn)	-1%	19	-14%	-6%	i	8%	16	-6%	9%
O=C(Nc1ccc(N2CCCCC2)cc1)c1ccccc1	.	6	-2%	-6%	i	.	0	2%	3%
COc1ccc(/C(O)=C2/C(=O)C(=O)N(CCCN(C)C)C2c2ccccc2)cc1Cl (stereo not drawn)	-12%	1	5%	0%	i	1%	1	-14%	5%
CCOC(=O)c1[nH]c(C)c(/C=N/O)c1C	1%	6	-5%	-13%	i	-6%	9	0%	6%
N#Cc1c(SCC(N)=O)nc2c(c1-c1ccc(O)cc1)CCCC2	0%	5	-5%	-1%	i	8%	5	-5%	18%
CCOc1ccccc1C1NC(=O)NC(C)=C1C(=O)OCc1ccco1 (stereo not drawn)	14%	18	-4%	6%	i	7%	7	-3%	6%
CC(C)c1cc(NCCN2CCOCC2)n2c(nc3ccccc32)c1C#N	3%	2	-1%	1%	i	2%	3	-6%	-1%
CCc1oc(C(=O)O)cc1CN(CC)CC	4%	14	1%	-10%	i	.	0	-4%	1%
COc1ccc(OC)c(C2C(C(C)=O)=C(O)C(=O)N2c2ccc(O)cc2)c1 (stereo not drawn)	1%	0	-3%	-9%	i	8%	1	-19%	7%
Clc1ccc(Cn2ncc3c(N4CCCCC4)ncnc32)cc1	0%	2	-2%	-8%	i	-2%	4	-2%	9%
CCOC(=O)NC(=O)CSc1nnnn1-c1ccc(Cl)cc1	-9%	13	-3%	-23%	i	12%	0	-20%	11%	Spn PMK inh pilot replicates=0.5;Spn MK inh pilot replicates=0.0;DPM-DC inhibit pilot screen %=0.0
O=C(O)c1cc(/C=N\O)ccc1OCc1ccccc1	4%	6	-1%	-15%	i	8%	8	-19%	7%	Spn PMK inh pilot replicates=1.0;Spn MK inh pilot replicates=0.0;DPM-DC inhibit pilot screen %=0.0
COC(=O)[C@H](C)NC(=O)Nc1ccc(C)c(C)c1	3%	1	-2%	-1%	i	13%	6	3%	3%
C=C(C)c1cccc(C(C)(C)NC(=O)Nc2ncccn2)c1	-5%	8	-4%	-16%	i	.	3	-5%	15%	Spn PMK inh pilot replicates=2.0;Spn MK inh pilot replicates=4.0;DPM-DC inhibit pilot screen %=0.5
O=C(OCC(=O)N1CCCCC1)c1c[nH]c(=O)[nH]c1=O	2%	19	2%	-17%	i	4%	0	-11%	18%
CC(C)C12CN3CC(C(C)C)(CN(C1)C3c1ccccc1)C2O (stereo not drawn)	9%	16	-5%	-16%	i	-4%	8	-18%	4%
O=C1CC(c2ccccc2)Sc2ccccc2N1 (stereo not drawn)	41%	0	3%	-15%	i	.	2	1%	4%
COc1ccc(C2C(C(=O)Nc3ccccc3OC)=C(C)Nc3nnnn32)c(OC)c1 (stereo not drawn)	4%	8	-8%	-5%	i	.	6	0%	4%
COc1ccc(OCCC(=O)OCC(=O)NCc2ccco2)cc1	1%	4	1%	.	i	.	1	.	8%
CCOc1cccc(NC(=O)c2ccc(S(=O)(=O)N(C)C)cc2)c1	-1%	0	-2%	29%	i	-1%	0	-2%	13%
CN(C)C(=O)c1nnc(Cc2ccc(Cl)cc2)o1	-3%	3	3%	1%	i	-1%	1	3%	11%
O=C(CCCn1c(SCC(=O)NC2CCCC2)nc2ccccc2c1=O)NCC1CCCO1 (stereo not drawn)	1%	16	5%	-8%	i	12%	7	-5%	7%
Cc1noc(NS(=O)(=O)c2ccc(N3C(=O)c4ccccc4C3=O)cc2)c1C	-2%	11	0%	-14%	i	-4%	9	-14%	5%	Spn PMK inh pilot replicates=0.5;Spn MK inh pilot replicates=0.0;DPM-DC inhibit pilot screen %=0.0
COC(=O)c1c(-c2ccc(F)cc2)noc1N	-6%	15	-8%	-23%	i	-7%	4	-3%	15%	Spn PMK inh pilot replicates=3.0;Spn MK inh pilot replicates=1.5;DPM-DC inhibit pilot screen %=1.5

(more compounds)
SMILES	HT1080 cytotoxicity	Spn PMK inh	Bfl-1 displacement	HPDE-C7 viability	DPM-DC inhibit	LYP phosphatase	Spn MK inh	HPDE-C7K KRASV12	TNAP inhibition	others
Cc1[nH]c2ccccc2c1C(=O)CSCC(=O)O	-4%	13	2%	-2%	i	.	6	-14%	0%
Cc1cccc(OCCN2CSC(=S)N(C)C2)c1	-9%	4	0%	6.2µM*	i	5%	.	6.2µM*	26%
Cn1c(-c2ccc3nc(N)sc3c2)nc2cc(N)ccc21	2%	1	-7%	12%	.	-15%	3	8%	10%
CCOC(=O)Cn1c(=O)n(Cc2ccco2)c(=O)c2ccc(C(=O)NCCc3ccccc3)cc21	4%	11	5%	7%	i	14%	0	7%	10%
Cc1ccc(S(=O)(=O)N2CCOCC2)cc1C(=O)N1CCOCC1	-2%	4	-3%	-7%	i	-5%	2	5%	9%
CC(C)C(=O)Nc1ccc2c(c1)nc1n2CCSC1	-3%	3	3%	16%	i	10%	7	19%	16%	Spn PMK inh pilot replicates=3.5;Spn MK inh pilot replicates=4.0;DPM-DC inhibit pilot screen %=1.0
c1ccc(Nc2nc3ccccc3[nH]2)nc1	8%	9	3%	12%	i	1%	0	29%	-15%
N/C(CC(=O)NCCOc1ccccc1)=N\O	2%	11	-3%	-7%	i	-6%	6	-9%	3%
COc1cccc(-c2cc(C(=O)NCc3ccc(Cl)cc3)no2)c1	-2%	8	5%	-31%	i	12%	0	-19%	8%	Spn PMK inh pilot replicates=2.5;Spn MK inh pilot replicates=0.0;DPM-DC inhibit pilot screen %=1.5
CCOc1ccccc1C1CC(c2ccc(Br)cc2)Nc2nc(N)nn21 (stereo not drawn)	4%	6	-4%	45%	i	-2%	4	36%	14%	Spn PMK inh pilot replicates=2.5;Spn MK inh pilot replicates=1.0;DPM-DC inhibit pilot screen %=1.5
COc1ccc(CN(C(=O)c2ccco2)c2ccc(Br)cc2)cc1OC	-10%	9	-2%	-10%	i	3%	4	2%	9%
CCOCCCN1CC(C(=O)NCCc2ccc(C)cc2)CC1=O (stereo not drawn)	5%	12	-7%	-2%	i	-4%	0	-4%	-2%
CCOC(=O)CN(C(=O)CNC(=O)c1ccco1)C(C(=O)NC1CCCC1)c1ccccc1OCC (stereo not drawn)	1%	16	-2%	7%	i	.	0	6%	-2%
COc1cccc(N2C(=O)CC(Nc3ccc(N4CCOCC4)cc3)C2=O)c1 (stereo not drawn)	-1%	0	0%	-12%	i	16%	11	14%	10%
c1n[nH]c(SCCCCSc2ncn[nH]2)n1	25%	16	-8%	0%	i	6%	3	3%	-16%	Spn PMK inh pilot replicates=0.0;Spn MK inh pilot replicates=0.0;DPM-DC inhibit pilot screen %=0.0
Cc1cccc(C(OC(=O)c2ccco2)C(=O)NCc2ccccc2)n1 (stereo not drawn)	-11%	15	0%	-9%	i	6%	0	-10%	13%	Spn PMK inh pilot replicates=6.0;Spn MK inh pilot replicates=0.0;DPM-DC inhibit pilot screen %=0.0
CCOC(=O)c1c(C)n(C)c2ccc(OCC(O)CN3C(=O)c4ccccc4S3(=O)=O)cc12 (stereo not drawn)	1%	3	.	.	i	5%	5	.	.
CC(C)(C)N(Cc1cc2ccccc2[nH]c1=O)C(=O)c1cccnc1	20%	5	-10%	1%	i	-7%	0	2%	9%
CCOC(=O)C1CCCN(C(=O)CN2C(=O)COc3ccc(C(C)(C)C)cc32)C1 (stereo not drawn)	-3%	21	-2%	-12%	i	13%	10	-12%	-7%
CCOC(=O)N1CCC(Nc2c(NCCN3CCN(Cc4ccccc4)CC3)c(=O)c2=O)CC1	-2%	13	-2%	-18%	i	-1%	10	-21%	-2%
COCCCNC(=O)C1C2C=CC3(CN(Cc4ccc(C)cc4)C(=O)C13)O2 (stereo not drawn)	3%	25*	-1%	-6%	i	-5%	0	-11%	13%
Cc1ccc(C)c2[nH]c(=O)c(CN(CC3CCCO3)S(=O)(=O)c3ccc4c(c3)OCCO4)cc12 (stereo not drawn)	6%	12	-9%	3%	i	5%	10	3%	11%
Cn1nnnc1CCOCCc1nnnn1C	-1%	14	-4%	24%	i	-8%	7	15%	10%
CCC(=O)N1c2ccc(S(=O)(=O)CCC(=O)Nc3nccs3)cc2CC1C (stereo not drawn)	11%	7	4%	-1%	i	8%	16	6%	3%
CCOC(=O)C1CCCN(c2ncnc3c2[nH]c2cccc(OC)c23)C1 (stereo not drawn)	-3%	12	-6%	.	.	.	4	.	-1%
CC(C)(C)c1ccc(OCC(=O)O)cc1	4%	2	1%	4%	i	3%	4	16%	20%	Spn PMK inh pilot replicates=1.0;Spn MK inh pilot replicates=0.0;DPM-DC inhibit pilot screen %=0.5
COc1ccc(OCC(=O)N2CCN(c3cccc(C(F)(F)F)c3)CC2)cc1	-1%	14	-2%	12%	i	16%	0	13%	-8%

Gathered by group, the compounds so far with a Cl atom (six)
SMILES	HT1080 cytotoxicity	Spn PMK inh	Bfl-1 displacement	HPDE-C7 viability	DPM-DC inhibit	LYP phosphatase	Spn MK inh	HPDE-C7K KRASV12	TNAP inhibition	others
NC(=O)c1cc(Cl)cn(-c2ccccc2)c1=O	-3%	11	-2%	2%	i	3%	7	6%	-4%
COc1ccc(/C(O)=C2/C(=O)C(=O)N(CCCN(C)C)C2c2ccccc2)cc1Cl (stereo not drawn)	-12%	1	5%	0%	i	1%	1	-14%	5%
Clc1ccc(Cn2ncc3c(N4CCCCC4)ncnc32)cc1	0%	2	-2%	-8%	i	-2%	4	-2%	9%
CCOC(=O)NC(=O)CSc1nnnn1-c1ccc(Cl)cc1	-9%	13	-3%	-23%	i	12%	0	-20%	11%	Spn PMK inh pilot replicates=0.5;Spn MK inh pilot replicates=0.0;DPM-DC inhibit pilot screen %=0.0
CN(C)C(=O)c1nnc(Cc2ccc(Cl)cc2)o1	-3%	3	3%	1%	i	-1%	1	3%	11%
COc1cccc(-c2cc(C(=O)NCc3ccc(Cl)cc3)no2)c1	-2%	8	5%	-31%	i	12%	0	-19%	8%	Spn PMK inh pilot replicates=2.5;Spn MK inh pilot replicates=0.0;DPM-DC inhibit pilot screen %=1.5
